# EBI2 block – EBI2 receptor antagonists, beta-arrestin recruitment, primary screen, cell-based, luminescence, 7a,25-OHC stimulation, uHTS | 7a,25-OHC stimulated | inhibition, % at 5 µM | 360,000 tested, 0.81% active | AID 651636, 2012; in the data active = inhibition above about 38%;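 note: enzyme fragment complementation signal reports receptor beta-arrestin coupling in cells; 0% = agonist plus DMSO wells and 100% = wells without agonist; some results beyond the cut were filed as inactive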
# Target sequence (P32249 whole entry, looked up, the tested form may be a part): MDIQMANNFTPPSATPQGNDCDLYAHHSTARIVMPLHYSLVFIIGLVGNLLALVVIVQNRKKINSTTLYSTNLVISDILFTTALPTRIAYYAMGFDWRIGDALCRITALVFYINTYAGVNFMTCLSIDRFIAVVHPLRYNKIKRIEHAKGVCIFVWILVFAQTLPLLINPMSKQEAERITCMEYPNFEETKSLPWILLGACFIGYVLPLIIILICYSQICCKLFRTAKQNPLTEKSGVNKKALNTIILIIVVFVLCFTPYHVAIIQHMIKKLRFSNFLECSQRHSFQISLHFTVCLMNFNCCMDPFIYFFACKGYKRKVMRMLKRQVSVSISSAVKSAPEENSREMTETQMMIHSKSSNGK
# CXCR6 block – CXCR6 receptor inhibitors, primary screen, cell-based, beta-arrestin, luminescence, CHO-K1 PathHunter, 1536-well | C-X-C chemokine receptor type 6 (Homo sapiens), O00574 | 360,000 tested, 0.36% active | inhibition, % at 20 µM; in the data active = inhibition above about 34%, passing the limit was not always enough;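 note: antagonist mode with CXCL16 agonist at 10 nM final; 0% = 10 nM CXCL16 with DMSO and 100% = unstimulated wells without agonist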
# Target sequence (O00574 whole entry, looked up): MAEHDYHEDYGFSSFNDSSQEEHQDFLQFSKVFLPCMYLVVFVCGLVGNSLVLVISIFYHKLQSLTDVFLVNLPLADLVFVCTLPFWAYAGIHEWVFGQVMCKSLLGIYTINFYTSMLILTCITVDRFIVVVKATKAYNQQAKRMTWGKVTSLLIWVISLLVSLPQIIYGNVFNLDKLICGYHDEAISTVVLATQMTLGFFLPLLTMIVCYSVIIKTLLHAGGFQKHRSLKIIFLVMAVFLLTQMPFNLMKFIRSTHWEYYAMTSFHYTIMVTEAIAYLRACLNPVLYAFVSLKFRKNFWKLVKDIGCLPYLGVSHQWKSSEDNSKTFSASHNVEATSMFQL
# XBP1 UPR activ – activators of adaptive XBP1 UPR arm, primary screen, cell-based, CHO-XBP1 luciferase reporter, luminescence, uHTS. AID 463104, 2010. IRE1-XBP1 UPR activation; percent of tunicamycin response, DMSO as zero. activation, % at 20 µM. 330,000 tested, 0.33% active;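 active = versus positive control, 20 µM dose yields 30% or more activation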;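 note: 100% = tunicamycin at 10 µg/mL and 0% = DMSO only wells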
#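 incubation = overnight seeding at 37 °C, 6 h compound treatment at 37 °C | assay system = CHO-XBP1 cells stably carrying IRE1-XBP1-driven luciferase reporter | input = 1000 cells per well | detection = luciferase luminescence | dosing = single point, 20 µM final compound, 1% DMSO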
# UPR CHOP act – activators of apoptotic CHOP UPR arm, primary screen, cell-based, CHO-CHOP luciferase reporter, luminescence, uHTS | UPR activation; percent of tunicamycin response over DMSO baseline | activation, % at 10 µM | 330,000 tested, 0.34% active;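 active = at 10 µM dose, activation of 40% or more, normalized to positive control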;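 note: 100% = tunicamycin at 10 µg/mL and 0% = DMSO alone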
#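 Evaluation: % reporter activation, DMSO baseline versus tunicamycin full activation; System: CHO-CHOP luciferase reporter cell line; Input: 500 cells/well; Incubation: 6 h compound treatment, 37 °C; Measured by: Steady-Glo luciferase luminescence; Dosing: one dose, 10 µM in 0.5% DMSO; Buffer or medium: F12 medium, 10% FBS; Benchmarks: positive tunicamycin 10 µg/mL, negative DMSO alone.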
# 697 NFkB inh – inhibitors of PMA/ionomycin-induced NF-kB reporter, 697 cells, primary screen, B-cell NF-kB inhibitor project, cell-based, luminescence, uHTS; 697 B-cell NF-kB luciferase reporter, 16 h; inhibition, % at 4 µM; 330,000 tested, 0.33% active; AID 435022, 2010; in the data active = inhibition above about 35%
# Mdm2 MdmX PPI – inhibitors of human Mdm2-MdmX association, primary screen, cell-based, luminescence, split luciferase, SaOS-2, uHTS; SaOS-2 split-luciferase Mdm2/MdmX complementation; inhibition, % at 8 µM; 330,000 tested, 3% active; AID 485346, 2010;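 active = inhibition of at least 50% at 8 µM in the primary screen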
# Jurkat NFkB inh – inhibitors of induced NF-kB luciferase reporter, primary screen, TCR NF-kB activation inhibitor project, cell-based, luminescence, uHTS; Jurkat, PMA/ionomycin-induced NF-kB luciferase reporter; inhibition, % at 4 µM; 330,000 tested, 0.53% active; in the data active = inhibition above about 50%
# CCR6 antag – CCR6 receptor antagonists, primary screen, cell-based, CHO-K1, luminescence, beta-arrestin, uHTS | C-C chemokine receptor type 6 (Homo sapiens), P51684 | CHO-K1 CCR6 PathHunter beta-arrestin, CCL20-stimulated | inhibition, % at 20 µM | 340,000 tested, 0.49% active | AID 493098, 2011;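 active = compounds whose inhibition of the agonist-driven luminescence signal at 20 µM reaches about 50%, limit read from the data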;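 note: cells stimulated with CCL20 at 14 nM final; plate controls were DMSO with CCL20 for no effect and DMSO without agonist for full effect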
# Target sequence (P51684 whole entry, looked up): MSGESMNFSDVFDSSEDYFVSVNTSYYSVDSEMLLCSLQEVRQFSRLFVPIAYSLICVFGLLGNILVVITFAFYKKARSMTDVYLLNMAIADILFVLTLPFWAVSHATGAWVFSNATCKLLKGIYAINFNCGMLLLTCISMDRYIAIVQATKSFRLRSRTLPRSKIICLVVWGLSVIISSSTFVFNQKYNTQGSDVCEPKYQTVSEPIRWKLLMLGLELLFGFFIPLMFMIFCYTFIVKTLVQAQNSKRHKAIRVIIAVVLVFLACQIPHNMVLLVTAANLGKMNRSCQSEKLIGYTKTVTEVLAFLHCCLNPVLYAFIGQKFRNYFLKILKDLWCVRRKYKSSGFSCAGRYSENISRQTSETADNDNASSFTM
# Gli-Sufu block – Gli-Sufu pathway antagonists, primary screen, luciferase luminescence, Sufu-KO-LIGHT cells, uHTS | AID 588413, 2011 | inhibition, % at 5 µM | 340,000 tested, 0.74% active | Sufu-KO-LIGHT fibroblasts, Gli luciferase reporter luminescence;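 active = inhibition above about 55%, limit read from the data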;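 note: 0% = DMSO-treated cells and 100% = wells with medium but no cells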
# Starred values were filed as active, the others as inactive; · = not tested or not shown. No enrichment for hits. Share with any hit: about 5%.
SMILES,EBI2 block,CXCR6 block,XBP1 UPR activ,UPR CHOP act,697 NFkB inh,Mdm2 MdmX PPI,Jurkat NFkB inh,CCR6 antag,Gli-Sufu block
Cc1ccc(C(=O)N(CC(=O)NC2CCCC2)c2ccc3c(c2)OCCO3)s1,-18,-4,-4,-1.5,13,0,12,5,5
O=C(NCCO)/C(=C\c1ccc(Br)cc1)NC(=O)c1cccs1,-2,11,1,1.9,9,-4,4,2,2
CCc1cccc2c1NC(=O)C2=O,-8,1,·,·,·,·,·,8,3
COC(=O)C1CCN(Cc2nnc(-c3ccccc3)o2)CC1,-3,9,-4,5.1,-13,-18,-27,-3,6
O=C(CNC(=O)c1ccco1)OCc1ccc(Br)cc1,-2,3,-4,1.4,21,17,21,2,0
O=C(COc1ccc2ccc(=O)oc2c1)NCc1ccccn1,0,0,-2,-1.0,14,3,-11,1,18
COc1ccc(-c2nc(=S)c3ccc4ccccc4c3[nH]2)cc1,3,45*,·,·,·,·,·,71*,5
CC1Cc2ccccc2N1C(=O)C1CCCN(S(=O)(=O)c2cccc3nsnc23)C1 (configuration not stated),9,1,-2,1.1,-16,16,7,6,13
CC(C)S(=O)(=O)C1=NSC2=NC(=O)/C(=C\c3ccc(OC(=O)c4ccco4)cc3)C(=N)N21,3,8,-3,-0.7,4,20,-15,13,4
Cc1ccc(N(Cc2ccccc2O)C(=O)c2ccccc2F)cc1,4,6,-2,0.1,-19,-5,-13,15,-11
CC#CCCCC(=O)Nc1ccccc1C(=O)O,-14,5,2,6.7,-17,8,-17,-13,-17
O=C(O)c1ccc(/C=C2\SC(=Nc3ccccc3)N(c3ccccc3)C2=O)cc1,1,3,3,0.9,24,3,-2,-6,-5
COc1ccc(CCNc2nc(C)nc3c2nnn3Cc2ccccc2)cc1,2,-5,-4,3.2,4,2,16,10,-8
C/C(NC1CCCCC1)=C(/C#N)C(=O)NCCN1CCOCC1,-14,-1,4,0.5,6,-2,-8,-5,0
Cc1ccc(C(=O)Nc2ccncc2)c(C)c1,4,3,-3,2.3,-17,25,3,2,-8
CC1CC(C)(C)NC(=S)N1CCC(=O)N1CCc2ccccc2C1 (configuration not stated),-5,5,0,-0.3,10,18,-20,9,4
CC1=C(C(=O)N2CCOCC2)C(c2cccc3ccccc23)NC(=S)N1 (configuration not stated),-4,1,1,-0.5,9,2,-5,-11,9
COc1ccc(NC(=O)CN2CCN(C3c4ccccc4-c4ccccc43)CC2)cc1,47*,-4,-2,-0.3,-29,-24,-16,6,-6
CCCNC(=O)c1c(CSc2ccccc2)noc1C(=O)NCc1ccccc1,3,-4,-4,-0.4,8,11,-5,13,2
COc1ccc(S(=O)(=O)NCC(c2ccco2)N2CCc3ccccc32)cc1 (configuration not stated),9,1,-1,1.5,8,-5,4,23,-1
CCOC(=O)C(NC(=O)CC)(Nc1ccc(S(=O)(=O)Nc2onc(C)c2C)cc1)C(F)(F)F (configuration not stated),-5,-2,-1,-0.7,20,2,21,7,6
Nc1ccccc1C(=O)/C=C/c1ccc2c(c1)OCO2,27,9,10,4.6,-136,-59,-106,13,-59
C=CCn1c(SCC(=O)NC2CCCCC2)nnc1-c1ccc(OC)cc1,-8,6,9,3.2,-39,18,-18,2,5
CCCOC(=O)Cc1c(O)c2ccccc2[nH]c1=O,-7,3,-4,1.0,5,0,-1,-18,-3
CCC(C)(C)n1nnnc1CN1CCN(c2nc3ccc(C)cc3cc2C#N)CC1,21,-6,0,-1.1,21,39,0,9,6
O=C(CSc1cccc2cccnc12)OCC(=O)c1ccc(Br)cc1,-3,0,-2,-1.5,10,11,11,26,2
Cc1ccc(C)c(S(=O)(=O)N2CCCC2CNC(=O)C(=O)NC2CCCC2)c1 (configuration not stated),9,-2,-3,-0.9,13,5,-5,8,-7
Cc1ccc2nc(NCc3ccccc3)[nH]c2c1,-3,-6,·,·,·,·,·,-14,-1
O=C(Cc1ccc(Cl)cc1)Nc1cccc(-c2nnc(-c3ccco3)o2)c1,71*,3,-2,1.6,-30,-5,-7,14,-10
O=C1CC(c2ccccc2)CC(O)=C1C=Nc1cccc(Cl)c1 (configuration not stated),16,6,10,34,-1,39,6,10,24
O=C(Nc1nc(-c2cccnc2)cs1)c1ccc([N+](=O)[O-])cc1,7,0,10,2.7,10,-8,-11,23,-2
CC(NC(=O)COc1ccc(/C=N/NC(=O)CO)cc1)c1ccccc1 (configuration not stated),-6,-11,-2,0.0,15,11,2,3,-7
Cc1nc(N2CCOCC2)[nH]c(=O)c1C(O)C(Cl)(Cl)Cl (configuration not stated),-8,6,-1,-0.8,4,1,5,-4,6
COCC(=O)N1CCC2CC1c1c(-c3ccc(C(F)(F)F)cc3)cccc12 (configuration not stated),3,2,·,·,·,·,·,9,3
CCCC(=O)N(c1ccccc1)C1C=CS(=O)(=O)C1 (configuration not stated),-6,-1,2,-1.0,21,8,3,5,·
COCCCNC(=O)c1cc(C(=O)c2ccccc2Br)c[nH]1,5,1,-4,1.0,15,12,-6,-5,3
Cc1ccnc(NC(=O)CC(NC(=O)c2ccccc2Cl)c2ccccc2)c1 (configuration not stated),17,3,-1,3.5,-20,-8,-67,14,-3
Cc1[nH]n(-c2ccccc2)c(=O)c1/C=N/NC(=O)c1cccc(F)c1,9,12,1,7.0,-5,41,7,24,0
CCOC(=O)c1cc(-c2ccccc2)sc1NC(=O)COC(=O)c1cccc(S(N)(=O)=O)c1,8,-6,7,30,4,74*,-8,12,3
N#Cc1ccc(OCC(=O)N/N=C/C2CC=CCC2)cc1 (configuration not stated),5,9,10,-1.0,14,-30,0,-5,-2
O=C(COC(=O)c1ccc(Cl)c(S(=O)(=O)N2CCCCC2)c1)NCC1CCCO1 (configuration not stated),11,0,-3,-1.1,7,14,11,14,-4
NS(=O)(=O)c1ccc(NC(=O)COC(=O)COc2ccccc2)cc1,0,5,-1,-1.6,3,2,3,8,-6
COc1ccc(-c2cc(-c3ccc(N)cc3)nc(N)c2C#N)cc1OC,11,-23,17,-0.5,24,33,-25,-2,-1
CCC(=O)Nc1ccc2c(c1)N(C(C)=O)c1ccccc1CC2,-3,-5,-1,2.2,8,24,23,-8,-18
Cc1sc2ncnc(NCC(c3ccccc3)N(C)C)c2c1C (configuration not stated),3,-4,0,-0.7,0,-19,7,0,8

# Single values from the entries so far:
# Result of CCC(=O)Nc1ccc2c(c1)N(C(C)=O)c1ccccc1CC2 under 697 NFkB inh: 8
# Result of O=C(Nc1nc(-c2cccnc2)cs1)c1ccc([N+](=O)[O-])cc1 under EBI2 block: 7
# Result of NS(=O)(=O)c1ccc(NC(=O)COC(=O)COc2ccccc2)cc1 under CCR6 antag: 8
# Result of Cc1ccnc(NC(=O)CC(NC(=O)c2ccccc2Cl)c2ccccc2)c1 (configuration not stated) under CXCR6 block: 3
# Result of CCCC(=O)N(c1ccccc1)C1C=CS(=O)(=O)C1 (configuration not stated) under CCR6 antag: 5

# Entries of single compounds, looked up by structure. Order of screens: EBI2 block | CXCR6 block | XBP1 UPR activ | UPR CHOP act | 697 NFkB inh | Mdm2 MdmX PPI | Jurkat NFkB inh | CCR6 antag | Gli-Sufu block
# O=C(Nc1nc(-c2cccnc2)cs1)c1ccc([N+](=O)[O-])cc1 as listed: 7 | 0 | 10 | 2.7 | 10 | -8 | -11 | 23 | -2
# O=C(COC(=O)c1ccc(Cl)c(S(=O)(=O)N2CCCCC2)c1)NCC1CCCO1 (configuration not stated) as listed: 11 | 0 | -3 | -1.1 | 7 | 14 | 11 | 14 | -4

# (cont.)
SMILES,EBI2 block,CXCR6 block,XBP1 UPR activ,UPR CHOP act,697 NFkB inh,Mdm2 MdmX PPI,Jurkat NFkB inh,CCR6 antag,Gli-Sufu block
CC(C)c1ccccc1NC(=O)c1cccc(NC(=O)c2ccccc2)c1,0,-1,-3,2.1,-3,-1,-4,-3,1
Cc1cc2nccc(-c3ccc(F)cc3)n2n1,-10,2,2,-0.7,9,29,25,13,6
COc1ccc(/C=N/NC(=O)c2cccc(Br)c2)cc1CSc1ccccn1,-4,-5,-2,0.3,3,13,5,15,2
O=c1c2ccccc2nc(/C=C/c2ccc(Br)cc2)n1CCCO,12,2,5,1.7,3,31,0,3,8
C=CCNc1nnc(SC2CC(=O)N(c3ccc(OC)cc3)C2=O)s1 (configuration not stated),3,7,-4,2.3,5,15,3,-1,-2
Cc1ccc(C)c(NC(=O)CSc2nnc(-c3n[nH]c4ccccc34)o2)c1,-14,2,-2,-1.5,11,-12,-9,6,-3
COCCNC(=O)/C(C#N)=C/c1cc(C)n(C2CCCCC2)c1C,3,4,3,6.2,-130,-12,-80,0,-106
CCN(CC)c1ccc(-n2c(C)cc(C=O)c2C)cc1,10,-8,-1,0.3,15,32,2,-10,6
CCOc1ccc2oc(C(=O)NC(C)(C)CC)c(C)c2c1,4,2,25,6.7,-48,-61,-38,8,-49
CCOC(=O)Cn1c(=O)oc2cc(S(=O)(=O)N(C)Cc3ccco3)ccc21,6,0,-2,-0.2,4,-5,7,5,9
CC1=NN(C(=O)COc2cc(C)ccc2C(C)C)C(O)(c2ccccc2)C1 (configuration not stated),0,15,0,0.1,-2,17,-3,18,6
CCOC(=O)C(=O)Nc1nnc(Cc2ccc(OC)c(OC)c2)s1,6,0,-4,-2.5,7,18,-2,2,1
COc1ccc(OC)c(S(=O)(=O)N2CCN(CC(O)COc3ccc(C#N)cc3)CC2)c1 (configuration not stated),45*,-10,2,-0.7,-8,10,4,-11,7
CNS(=O)(=O)c1cccc(C(=O)OCC(=O)C23CC4CC(CC(C4)C2)C3)c1,5,-11,0,-1.3,-6,21,-8,7,5
CN(C)S(=O)(=O)c1ccc(S(=O)(=O)N(CC(=O)Nc2ccccc2)CC2CCCO2)cc1 (configuration not stated),-1,-5,-1,-0.8,11,15,-17,10,4
COc1ccc(F)cc1C(=O)C1CCCN(C(=O)C2=C(C)OCCO2)C1 (configuration not stated),-9,5,-2,-3.0,-9,5,-12,0,4
COc1cc2c(cc1OC)C(C)N(C(=O)c1cc3c(s1)-c1ccccc1OC3)CC2 (configuration not stated),0,12,-1,0.5,5,6,16,10,1
C#CCOCCOCCOCCNc1nc(N2CCN(C(=O)C([C@@H](C)CC)n3cc(C(N)CC(C)C)nn3)CC2)nc(N2CCN(C(=O)[C@H](CCC(=O)O)n3cc(C(N)Cc4ccc(O)cc4)nn3)CC2)n1 (some centres not stated),-13,-2,1,1.0,4,30,6,2,-6
COc1ccc2c(c1OC)C(=O)N(c1ccccc1)C2=O,-5,-4,2,3.7,-5,-24,2,10,-1
CCCCNC(=O)c1cc2cc(OC)ccc2[nH]1,1,-2,-2,-0.6,-27,23,5,1,-2
CC(C)C(=O)OCC(=O)Nc1ccc(N=Nc2ccccc2)cc1,-1,16,·,·,·,·,·,21,-98

# Source: PubChem
